Pf Dd2 growth – blocks in vitro growth of P. falciparum Dd2; hit rate 4.3% among 120,000; AID 1347417; Potency, µM (top dose mostly 28.9 µM), for inactives: top-dose activity, negative = inhibition, actives largely listed as inhibitors; P. falciparum Dd2 growth, SYBR Green, 72 h; active = well fitted inhibition curve with a large enough effect; inconclusive = small, poorly fitted or top-dose-only effect; inactive = no such curve, though single readings can be large or run the other way;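 note: plate controls were DMSO vehicle for no effect and reference drug for full effect; nearly all actives have a fitted effect of over 65% in size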
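Readout: SYBR Green fluorescence, 485 nm excitation, 535 nm emission, after ~16 h lysis at 37C. Before that, Dd2-infected red cells (2.5% hematocrit) grew 72 h with compound, 29 uM top final concentration.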
* = called active by the depositor; i = inactive; ? = inconclusive; [ ] = remark or other dose. Potency is the fitted concentration of half-maximal effect. A portion of the library; count on the stated rates, not on these rows.

SMILES	Pf Dd2 growth
CC(C)c1nn2c(=O)cc(COC(=O)c3ccccc3NC(=O)c3cccc(Cl)c3)nc2s1	7.3%
COCCO[C@H]1C(=O)N(C2CCN(Cc3c[nH]c4ccccc34)CC2)[C@H]1c1ccncc1	i
COc1cc(-c2noc(-c3nc(-c4ccc5c(c4)OCO5)no3)n2)cc(OC)c1OC	-19.1%
Cc1ncoc1C(=O)N1CCCC(c2nnnn2C)C1 (stereo unspecified)	15.5%
Cc1ccc(-n2ncc(C(=O)N3CCN(c4cccc(C)c4)C(C)C3)c2C2CCN(C(=O)OC(C)(C)C)CC2)cc1 (stereo unspecified)	4.47µM*
COc1ccccc1CCNC(=O)c1ccc2c(c1)c(C)c(C)n2C	5.8%
COC[C@@H]1CN(C(=O)c2ccc(=O)[nH]c2)C[C@H]1c1ccncc1	36.1%[activator]
Cc1cnn(CCC(=O)N2CCC(C3CCN(S(C)(=O)=O)CC3)C2)c1 (stereo unspecified)	0.9%
COc1cccc(Nc2ccc3c(n2)C(C)(C(=O)NCC2CC2)CN(C)C3)c1 (stereo unspecified)	?
CCCOc1ccc(C2c3c(-c4ccccc4O)n[nH]c3C(=O)N2Cc2cccnc2)cc1 (stereo unspecified)	-2.6%
Cc1ccc(Cc2nc3ccccc3nc2SCC(=O)NCCc2ccccc2)cc1	?
COc1ccccc1Oc1c(CCC(=O)NCC2CCCO2)c(C)nn1-c1ccc(F)cc1 (stereo unspecified)	i
COc1cccc(C(=O)c2cn(CC(=O)NCCc3ccccc3)c3nc(C)ccc3c2=O)c1	i
CC(C)NC(=O)C[C@@H]1C[C@H]2O[C@H](CNCc3cnccc3Cl)[C@@H](O)[C@H]2O1	4.4%[44.1 µM]
CCOc1ccc(CCNC(=O)c2ccc3c(c2)N(Cc2ccccc2F)C(=O)c2ccccc2S3=O)cc1OCC (stereo unspecified)	?
O=c1c2c3c(nn2ccn1Cc1ccc(Cl)cc1)CCCC3	?
Cc1ccc(Cn2cccc(C(=O)Nc3cc([N+](=O)[O-])ccc3C)c2=O)cc1	71.9%[activator]
Cn1ccnc1CN1CCC2(CC1)CC(c1ccccc1)C(=O)N(C1CC1)C2 (stereo unspecified)	-20.6%
CC(=O)c1[nH]c(C)c(C(=O)N[C@H]2[C@H]3CCO[C@H]3[C@@H]2N2CCCC2)c1C	-0.4%
CCN(CC)Cc1cnc2c(C(=O)N3CCCN4CCC[C@H]4C3)cnn2c1	-23.1%
CCCSc1oc(-c2cccs2)nc1S(=O)(=O)c1ccc(C)cc1	-20.7%
O=C(CSC1=Nc2ccccc2C2=NC(Cc3ccccc3)C(=O)N12)Nc1cccc(Cl)c1 (stereo unspecified)	?
CCOc1ccc(CN2CCNC(=O)C2CC(=O)N2CCCCCC2)cc1 (stereo unspecified)	2.3%
COCCC1(NS(C)(=O)=O)CCN(C(=O)c2ccc(OC)nc2)CC1	27.7%
CCN(C(=O)Cn1c(SCc2ccccc2F)nc2cccnc21)c1ccccc1	i
Cc1ccc(CNC(=O)Cn2c(=O)cc(-c3ccccc3)c3c(C)nn(C)c32)cc1	i
Cn1c(=O)c2cc(C(=O)NCCCN3CCN(c4ccc(F)cc4)CC3)sc2c2ccccc21	-4.4%
O=C1CC2(CCN(Cc3ccc(C(F)(F)F)cc3)CC2)Oc2ccccc2N1	-3.2%
Cn1cc(C(=O)N2CCN(c3cccc(Cl)c3)CC2)c(=O)c2cc(S(=O)(=O)N3CCCC3)ccc21	10.9%
CC(=O)N1CCC(NC[C@H]2Cn3c(-c4ccc5c(c4)OCCO5)cnc3CO2)CC1	i

(more compounds)
SMILES	Pf Dd2 growth
Fc1ccc(CN2CCn3c(nnc3-c3ccccc3)C2)cc1	-11.4%[44.1 µM]
COCC(=O)N(C1CCOCC1)C1CCN(C(=O)c2ccc(C)c(C)c2)CC1	-14.3%
CCOC(=O)c1cc(-c2ccccc2)n(CCC(=O)Nc2ccc(C(F)(F)F)cc2)c1C	-20.0%
CCCCNC(=O)C1=CC(c2ccc3c(c2)OCO3)=NS(=O)(=O)N1C	22.4%[0.594 µM]
Cc1nn(C)c2c1c(C(F)(F)F)cc(=O)n2CC(=O)N1CCN(c2ccccc2F)CC1	67.1%[activator]
COc1ccc(NC(=O)c2cc(-c3ccc[nH]3)n[nH]2)cc1F	i
CCCC1(CO)CCCN(C(=O)c2ccc(C)c(N3CCNC3=O)c2)C1 (stereo unspecified)	0.6%
COc1ccc(-c2ccc3ncc(Nc4ccc(CCO)cc4)n3n2)cn1	?
CC(C)c1ccc(C2NC(=O)c3n[nH]c(-c4cccs4)c32)cc1 (stereo unspecified)	i
CCOc1ccc2nc(N(Cc3cccnc3)C(=O)c3ccc4c(c3)OCCO4)sc2c1	?
Cc1ncncc1C(=O)N1CC[C@@](O)(C2CCOCC2)[C@H](C)C1	-3.0%
CCC12CN3CC(CC)(CN(C1)C3c1ccccn1)C2=O (stereo unspecified)	3.0%
O=C(COc1ccc(F)cc1)NCc1ccc2c(c1)CCN2C(=O)c1ccccc1	i
Cc1nnc([C@H]2CCN(Cc3ccccc3)C2)o1	i
COC[C@H]1NC(=O)CC[C@H]1C(=O)N1CCN(c2ccccc2F)CC1	-9.6%
CC(=O)NC1CC2(CCN(C(=O)CCC(=O)O)CC2)c2ccccc21 (stereo unspecified)	-0.8%
O=C([C@@H]1C[C@H](Oc2cccnc2)CN1C(=O)CN1CCCCCC1)N1CCCC1	i
Cn1nnc2c(N3CCCCC3)ncnc21	-7.5%
CC(C)(C)OC(=O)N1CC(NCc2cccc(F)c2F)C1	-25.0%[44.1 µM]
Cc1cc(C)n(CC(=O)N[C@@H]2CN(Cc3cccnc3)C[C@H]2CN(C)C)n1	?
CCOc1ccccc1NC(=O)N1CCC(OC2CCN(S(C)(=O)=O)CC2)CC1	3.9%
Cc1noc(C)c1CN1CCC2(CC1)C(C(=O)O)CC(=O)N2C (stereo unspecified)	4.6%
O=c1[nH]nc2n1CCNCC2	20.4%
O=C(CC1CCCN(c2cnn(CC3CC3)c(=O)c2)C1)Nc1cccc(F)c1 (stereo unspecified)	?
CCC(=O)N1CCC2(CC1)CC(N1CCCCC1)CCO2 (stereo unspecified)	-21.2%
c1ccc(-c2nnc3ccc(-c4ccoc4)nn23)nc1	3.1%[44.1 µM]
CN1C(=O)c2[nH]nc(-c3ccc(F)cc3)c2C1c1ccccn1 (stereo unspecified)	18.1%
COc1cccc(C(=O)N2CCC(N3C[C@H](O)C[C@H]3C(=O)NCC3CC3)CC2)c1	-24.5%
Cc1cccc(C(=O)N2CCC(OC3CCN(Cc4ccccc4)CC3)CC2)c1	3.98µM*
O=C(Cc1ccsc1)NCC1CCCCC(=O)N1 (stereo unspecified)	12.8%

Part of the list above in order of heavy-atom count, falling:
SMILES	Pf Dd2 growth
O=C([C@@H]1C[C@H](Oc2cccnc2)CN1C(=O)CN1CCCCCC1)N1CCCC1	i
CN1C(=O)c2[nH]nc(-c3ccc(F)cc3)c2C1c1ccccn1 (stereo unspecified)	18.1%
CC(C)(C)OC(=O)N1CC(NCc2cccc(F)c2F)C1	-25.0%[44.1 µM]

(list continues)
SMILES	Pf Dd2 growth
O=C(c1ccccn1)N1CCCN(c2cc(-c3ccc(Cl)cc3)[nH]n2)CC1	i
Cn1c(CO[C@H]2CN(C(=O)c3ccno3)C[C@H]2F)nc2ccccc21	i
Cc1ccc(NC(=O)C2CCCN(c3cnccn3)C2)cc1Cl (stereo unspecified)	-6.7%
Cc1c(-c2nsc(NC(=O)c3cccs3)n2)nnn1-c1ccc(Cl)cc1	-10.4%
COCCN1C(=O)CC[C@]2(C(=O)NCCc3ccccc3)CCCC[C@@H]12	i
O=C1Nc2ccccc2CN(Cc2ccccc2)C12CCNC2 (stereo unspecified)	?
COc1ccc(CCNC(=O)C2CCCN(S(=O)(=O)c3ccc4c(c3)oc(=O)n4C)C2)cc1OC (stereo unspecified)	i
COc1ccccc1NC(=O)c1oc2ccccc2c1NC(=O)c1cccc(OC)c1OC	?
COC(=O)c1ccccc1C(=O)N1CCCC(CCC(=O)Nc2ccc(F)cc2C)C1 (stereo unspecified)	i
O=C(c1ccco1)N1CCC(c2noc(CO)n2)C1 (stereo unspecified)	-18.5%
Cc1ccc(CNC(=O)CC2CCCN(c3cnn(C)c(=O)c3)C2)cc1C (stereo unspecified)	i
C=C(C)COc1ccc(C(=O)N2CCN3C(=O)CN(C)C(=O)C3C2)cc1 (stereo unspecified)	-0.8%
NC(=O)COc1cccc(C(=O)N2CCC3(CC2)OCCCC3O)c1 (stereo unspecified)	-10.5%
CCCCNC(=O)c1ccc2c(c1)N(CC)C(=O)c1ccccc1S2	0.9%
COc1ccccc1CCC(=O)N[C@@H]1CN(c2ncccn2)C[C@H]1CN(C)C	-17.6%
O=C(NCCCc1nc2ccccc2n1Cc1ccc(Cl)cc1)C1CCCCC1	i
CC(C)(C)CC(=O)N1CCC(N2CC3CC(C2)[C@H]2CCCC(=O)N2C3)CC1 (stereo partly specified)	-13.8%
COc1ccc(N2C(=O)CSC23CCN(C(=O)Nc2ccc(C)cc2)CC3)cc1	?
CCCCCNC(=O)C1CCC(Cn2c(=O)c3sccc3n(CC(=O)N3CCCC3)c2=O)CC1 (stereo unspecified)	?
O=C(N[C@H]1[C@H](O)[C@H](O)C[C@@H]1c1ccc(C(F)(F)F)cc1)c1ccc2c(c1)OCCO2	i
Cc1ccc(Cl)cc1-n1nc(-c2c(C)nc3scc(CC(=O)NCC(C)C)n3c2=O)cc1C	-2.6%
CC(C)N1CCC[C@H]1c1nc(-c2ccc(OC3CCCCC3)nc2)no1	-15.9%[44.1 µM]
COc1ccc(-n2c(=O)c3c(n2Cc2ccccc2)CN(Cc2ccc(F)cc2)CC3)cc1	?
CCCNC(=O)C1CCC(CNS(=O)(=O)c2ccc3c(c2)CC(C)N3C(C)=O)CC1 (stereo unspecified)	-6.9%
CCCCSCCCNC(=O)c1cc(-c2cccnc2)nc2ccc(S(=O)(=O)N3CCC(C)CC3)cc12	-10.3%
FC(F)(F)c1ccc(N2C3CCC2CN(Cc2ccc(-c4ccccc4)cc2)C3)cc1	i
O=C(Cc1ccc(NC(=O)N2CCCCc3ccccc32)cc1)NCc1cccc(Br)c1	67.0%[activator]
CNC(=O)Nc1ccc(C)n(CC(=O)N2CCN(c3cccc(Cl)c3)CC2)c1=O	i
O=C(NCc1ccccc1)N1CC(n2cc(C(=O)N3CCOCC3)nn2)C1	-6.4%
O=C1CCN(C(=O)c2ccc3ccccc3n2)CCCCCCN1	-7.6%

Carrying on:
SMILES	Pf Dd2 growth
CCOC(=O)C1CCCN(C(=O)Cc2ccc(N(Cc3cccc(F)c3)C(=O)c3ccco3)cc2)C1 (stereo unspecified)	3.98µM*
C#C[C@H]1CN2CC[C@H]1C[C@@H]2CNCc1ccc(F)c(F)c1	?
CCC1=C(C(=O)OC)C(c2ccc(C)cc2C)N2C(CC(=O)Nc3ccc(OC)cc3)=CSC2=N1 (stereo unspecified)	-24.4%
CC(O)c1cc2n(n1)CCN(C(=O)C1(c3ccc(Cl)cc3)CCC1)C2 (stereo unspecified)	-10.1%
COc1ccc(N2CCN(Cc3cccn3-c3nnc(N4CCN(C5CCCCC5)CC4)s3)CC2)cc1	?
COc1cc(-c2ccnc3nc(-c4cccs4)nn23)cc(OC)c1OC	?
O=C(N1CCN([S+](=O)([O-])c2ccccc2)CC1)N1CC2CC(C1)[C@H]1CCCC(=O)N1C2 (stereo partly specified)	i
CCOc1ccc(NC(=O)Cn2cc(C(=O)c3ccc(C)cc3)c(=O)c3cc4c(cc32)OCO4)cc1	-8.9%
COC(=O)Cn1c(=NC(=O)c2ccc3c(c2)OCCO3)sc2ccccc21	i
CN(CC1CCOCC1)C(=O)c1ccsc1	-3.4%
COc1ccc(CNC(=O)CCCn2ccc3cc(S(=O)(=O)N4CCCC4)ccc32)cc1	?
COC1CN(c2cccc(F)c2)C12CCN(C(=O)CC1CCN(C(C)=O)CC1)CC2 (stereo unspecified)	?
CN1CCC(Oc2ccc(C(=O)NCCc3ccncc3)cn2)CC1	39.3%[activator]
O=C1CCC2(CCN(C(=O)c3ccco3)CC2)CN1CC1CCCO1 (stereo unspecified)	-4.7%
CCN1CCCCC12Cc1ccccc1CN(C(=O)Cc1ccc(OC)cc1)C2 (stereo unspecified)	11.2µM*
O=C(Nc1nccs1)[C@H]1CN2CCC1C[C@@H]2Cn1cc(CO)nn1 (stereo partly specified)	8.4%[44.1 µM]
CC1=C(C(=O)Nc2cccnc2)C(c2ccccc2)n2nc(SCc3ccccc3F)nc2N1 (stereo unspecified)	?
CCc1nnc(SCc2nc(-c3ccccc3)oc2C)c2cc3sccc3n12	3.8%

Compounds shown so far containing a furan ring, fused or not, in the order listed:
SMILES	Pf Dd2 growth
c1ccc(-c2nnc3ccc(-c4ccoc4)nn23)nc1	3.1%[44.1 µM]
COc1ccccc1NC(=O)c1oc2ccccc2c1NC(=O)c1cccc(OC)c1OC	?
O=C(c1ccco1)N1CCC(c2noc(CO)n2)C1 (stereo unspecified)	-18.5%
CCOC(=O)C1CCCN(C(=O)Cc2ccc(N(Cc3cccc(F)c3)C(=O)c3ccco3)cc2)C1 (stereo unspecified)	3.98µM*
O=C1CCC2(CCN(C(=O)c3ccco3)CC2)CN1CC1CCCO1 (stereo unspecified)	-4.7%
